NPY-Y1 PAM-ag = potentiators or agonists of human neuropeptide Y receptor Y1. activation, % at 3.6 µM. 0.37% of 220,000 active. P25929. AID 1304. NPY-Y1 expressing cells, potentiator/agonist activation; in the data active = activation above about 33%, passing the limit was not always enough;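 note: cells stimulated with NPY at EC10 then isoproterenol at EC100; 0% = low agonist plus stimulus and 100% = saturating agonist plus stimulus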
EP2 mod = modulates human prostaglandin E2 receptor EP2 signaling | AID 940 | induction, % at 25 µM | P43116 | 0.83% of 260,000 active | EP2-expressing cells, cAMP HTRF FRET, PGE2 co-stimulation;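 active = compounds whose cAMP rise, as percent of the full-agonist control response, exceeds 60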;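 note: rat C6 glioma line stably carrying human EP2 under a CMV promoter; the protocol text gives 20 µM as final concentration; 100% = response of wells given 1 µM PGE2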
Target sequence (P43116 whole entry, looked up): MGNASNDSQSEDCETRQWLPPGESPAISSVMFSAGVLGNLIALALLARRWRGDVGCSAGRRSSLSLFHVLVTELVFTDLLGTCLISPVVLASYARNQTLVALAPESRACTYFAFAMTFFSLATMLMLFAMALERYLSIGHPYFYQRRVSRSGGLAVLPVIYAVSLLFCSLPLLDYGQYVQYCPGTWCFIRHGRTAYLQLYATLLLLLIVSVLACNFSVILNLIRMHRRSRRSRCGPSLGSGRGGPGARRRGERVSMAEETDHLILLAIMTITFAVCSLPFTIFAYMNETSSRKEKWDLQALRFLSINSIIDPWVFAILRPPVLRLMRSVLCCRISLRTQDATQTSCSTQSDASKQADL
PPC-1+TRAIL kill = compounds killing PPC-1 cancer cells with TRAIL present (potentiator screen, no TRAIL-free arm) | PPC-1 cells + TRAIL, ATPLite viability luminescence | cell killing (% activity), % at 4 µM | 0.41% of 220,000 active | AID 1443;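 active = cell killing above 50% in the first pass at 4 µM, then a duplicate retest at 5 µM averaging 50% or more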;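 note: plate controls were cells with TRAIL plus DMSO for no effect and medium-only wells lacking cells for full effect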
EP2 antag = EP2 receptor (human) inhibition; inhibition, % at 25 µM; AID 1422; C6 glioma cells expressing human EP2, cAMP TR-FRET; cells stimulated with saturating PGE2; P43116; 0.52% of 260,000 active;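 active = percent inhibition above 40 after rounding to a whole number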;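 note: rat C6 glioma host cells with rolipram phosphodiesterase inhibitor present; the protocol text gives 20 µM as final concentration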
CHOP inh = CHOP inhibition in unfolded protein response; CHO-K1 CHOP-promoter luciferase, tunicamycin-induced, 15-18 h; inhibition, % at 10 µM; 3.8% of 220,000 active;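 active = compounds that reduced the stress-induced luciferase reporter signal by more than about 70% of percent inhibition, limit read from the data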;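 note: 0% = tunicamycin plus vehicle and 100% = wells without tunicamycin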
14-3-3 Bad PPI = disrupts binding of bovine 14-3-3 zeta to phospho-Bad peptide; TR-FRET 14-3-3zeta/Dy647-pBad peptide displacement, 1 h; 0.71% of 220,000 active; inhibition, % at 21.7 µM;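 active = inhibition above about 70%, limit read from the data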;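 note: 0% = full 14-3-3 plus peptide FRET controls and 100% = background without 14-3-3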
TRPN1 ag = activates the zebrafish TRPN1 channel. HEK293 zebrafish TRPN1-YFP, Fluo-8 calcium fluorescence; 100% = response to 87 µM carbachol. activation, % at 3 µM. 0.18% of 220,000 active. AID 1424;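 active = activation above its plate's cutoff, the mean activation of test wells on that plate plus 3 SD, cut at about 19% in these data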;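 note: 0% = DMSO alone and 100% = 87 µM carbachol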
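Assay system: Zebrafish TRPN1-YFP in HEK293 cells | Incubation: Dye loading 1 h at 37 °C, then 30 min room temperature | Measured by: Kinetic Fluo-8 fluorescence, ex 470-495, em 515-575 nm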
NPY-Y1 antag = NPY-Y1 (human) receptor antagonism; P25929; HEK293-CNG Y1 cells, membrane potential fluorescence; NPY at EC95, then isoproterenol; inhibition, % at 3.6 µM; 1% of 200,000 active; AID 1040;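 active = inhibition above the campaign mean inhibition of all tested compounds plus 3 SD, cut at about 20% in these data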;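 note: 0% = DMSO wells given NPY plus isoproterenol and 100% = isoproterenol alone without NPY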
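Material: HEK293 cells co-expressing NPY Y1 receptor and cyclic-nucleotide gated channel. Timing: compound incubation 1 h at room temperature, readout 45 min post-stimulation. Signal: fluorescence, membrane potential probe.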
TRPML3 ag = human mucolipin-3 channel agonism; Q8TDD5; HEK293 TRPML3-YFP, Fluo-8 calcium fluorescence; 100% = the carbachol control signal; activation, % at 3 µM; 0.29% of 220,000 active; AID 1448;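 active = activation above its plate's cutoff, the mean activation of the plate's test wells plus 3 SD, cut at about 12% in these data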;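 note: 0% = DMSO only wells and 100% = carbachol wells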
Target sequence (Q8TDD5 whole entry, looked up): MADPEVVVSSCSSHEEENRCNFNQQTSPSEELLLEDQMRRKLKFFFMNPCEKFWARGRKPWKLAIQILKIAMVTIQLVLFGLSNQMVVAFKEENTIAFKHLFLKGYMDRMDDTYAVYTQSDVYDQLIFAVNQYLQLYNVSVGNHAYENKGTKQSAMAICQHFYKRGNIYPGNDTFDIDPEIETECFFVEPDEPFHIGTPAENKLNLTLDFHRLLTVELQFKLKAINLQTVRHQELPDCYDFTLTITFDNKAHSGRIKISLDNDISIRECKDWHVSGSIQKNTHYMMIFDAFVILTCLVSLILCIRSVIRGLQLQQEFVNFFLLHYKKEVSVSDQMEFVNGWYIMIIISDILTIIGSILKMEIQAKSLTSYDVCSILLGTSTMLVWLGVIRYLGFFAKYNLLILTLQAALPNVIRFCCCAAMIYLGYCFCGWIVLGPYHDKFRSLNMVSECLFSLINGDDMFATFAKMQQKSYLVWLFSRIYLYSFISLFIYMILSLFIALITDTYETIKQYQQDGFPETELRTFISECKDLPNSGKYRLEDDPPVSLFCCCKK
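Material: HEK293 cells stably carrying human TRPML3-YFP; compound dosing: single dose, 3 µM final nominal compound, 0.3% DMSO final; incubation: 1-h 37 °C dye load, 5-s basal, 120-s post-compound reads; technique: Fluo-8 intracellular calcium fluorescence, excitation 470-495 nm, emission 515-575 nm; read-out basis: percent activation from peak-to-basal fluorescence ratio, scaled between DMSO and carbachol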
* = called active by the depositor; x = not tested or not shown; & = joins results of further samples; [ ] = dose if it differs, or a comment. Only part of the results is shown; rates above refer to the full screens.

structure	NPY-Y1 PAM-ag	EP2 mod	PPC-1+TRAIL kill	EP2 antag	CHOP inh	14-3-3 Bad PPI	TRPN1 ag	NPY-Y1 antag	TRPML3 ag
Cc1cc([N+](=O)[O-])nn1CCCC(=O)Nc1cc(Oc2ccc(F)cc2)cc([N+](=O)[O-])c1	8	16	25	6	70*	1	0.5	1	1.0
COc1ccc(-c2csc(NC(=S)NC(=O)c3cccs3)n2)cc1Br	-2	-19	7	13	5	-4	0.6	x	-0.3
O=C(NCCC1=CCCCC1)C(=O)NCC(c1ccco1)N1CCN(c2ccccc2F)CC1 (configuration not stated)	15	23	13	6	62	-17[fluorescence artefact?]	1.4	-3	1.3
COc1cccc(NC(=O)Nc2ccc3nsnc3c2)c1	-1	-29	7	23	58	-13[fluorescence artefact?]	15	5	7.1
O=C(CC1Oc2ccccc2NC1=O)NCc1ccccc1 (configuration not stated)	2	-1	-9	13	25	8	-0.1	4	-1.1
COc1ccccc1CCNC(=O)c1ccc(C)o1	8	10	36	4	6	0	0.2	-3	-0.5
CCOc1ccccc1/C=N/NC(=O)CNC(=O)COc1ccccc1	14	-12	-20	2	17	2	-0.5	-3	1.0
CCOC(=O)/C(=C/c1ccc(Cl)cc1)NC(=O)c1ccco1	-2	24	22	3	19	-11[fluorescence artefact?]	-0.9	3	0.0
Cc1ccc(/C=C/C(=O)NC(=S)N2CCN(C)CC2)cc1	14	-57	10	6	0	-16	0.5	6	0.1
CN(C)CC(=O)Nc1cc(C(F)(F)F)ccc1Cl	3	9	12	0	-13	-5	-0.9	5	1.3
CC(C)(C)[C@H]1C=C(C(N)=O)O[C@@H](OCc2ccc(CO)cc2)C1	-4	11	3	8	-9	7	0.2	-3	1.3
O=c1oc2ccccc2c(NC(c2ccccc2)c2ccccc2)c1[N+](=O)[O-]	18	36	-4	19	47	-4[fluorescence artefact?]	-0.2	1	-0.5
Cc1cc2cc(CNC(=O)CCC(=O)O)ccc2[nH]1	-23	14	12	2	14	-2	1.2	-1	0.4
N#Cc1nc(Cc2cccc3ccccc23)oc1NCc1ccco1	5	-17	5	6	23	1	-1.1	4	-0.3
COc1cc(C2Oc3ccccc3C=C2[N+](=O)[O-])cc(OC)c1OC (configuration not stated)	-8	-43	3	7	-143	2	0.5	x	0.6
Cc1nc(N2CCC(C)CC2)c2nnn(Cc3ccccc3)c2n1	-23	-11	11	11	2	19	-2.1	3	-0.9
COc1ccc(O)c(C(=O)CC(=O)c2ccccc2)c1	-9	18	60*[5 µM]	14	93*	-3	-2.0	0	-1.2
COc1ccc(C2=NOC3(CC(=O)N(c4ccc(F)cc4)C3=O)C2)cc1 (configuration not stated)	-3	21	-9	12	8	6	3.0	x	0.8
CCOc1ccccc1C(=O)N[C@H](C(=O)OCc1cc(=O)oc2cc(C)ccc12)C(C)C	-39	7	3	11	37	-2	-2.4	13	-0.8
COc1ccc(C)cc1N/C(N)=N/c1nc(C)cc(C)n1	-23	-57	26	2	26	-15	1.0	8	0.3

(more compounds)
structure	NPY-Y1 PAM-ag	EP2 mod	PPC-1+TRAIL kill	EP2 antag	CHOP inh	14-3-3 Bad PPI	TRPN1 ag	NPY-Y1 antag	TRPML3 ag
CN(C)c1ccc(-c2nc3ccccc3c(=O)[nH]2)cc1	12	-18	88*[5 µM]	10	29	3	0.2	x	0.7
Cc1ccc(/C=N/NC(=O)CCCOc2ccc(Cl)cc2Cl)cc1	-19	-82	0	3	100*	9[fluorescence artefact?]	-0.8	10	-0.3
Cc1cc(C)n(-c2ccc(C(=O)OCC(=O)c3ccc(Br)s3)cc2)n1	-4	-6	8	15	9	-3[fluorescence artefact?]	0.4	14	-0.2
O=C(NCCCN1CCN(c2cccc(Cl)c2)CC1)c1ccc(N2CCCC2=O)cc1	-5	-19	8	11	-1	3	3.4	4	1.1
COCCn1c(C)cc(/C=C2/SC(=O)N(C(C)C(=O)OC)C2=O)c1C (configuration not stated)	-4	6	53*[5 µM]	2	0	-6	-0.5	x	1.0
O=C(O)c1cc(C(=O)C2CCCCC2)c[nH]1	1	1	1	2	-7	-16	0.9	0	0.9
COc1ccc(C(=O)n2nc(C)cc2C)cc1Br	6	17	19	3	29	0	-0.4	1	-0.9
COc1cccc(N=c2oc3c(C)ncc(CO)c3cc2C(=O)Nc2ccccc2OC)c1	-22	68*	4	x	10	91*[fluorescence artefact?]	-1.5	0	-0.3
O=C(CN1CCOCC1)Nc1c(-c2ccccc2)c2cc(Br)ccc2[nH]c1=O	6	4	-2	11	16	9	1.8	-5	0.4
O=C(CN1C(=O)S/C(=C/C=C/c2ccccc2)C1=O)Nc1ccc(C(=O)O)cc1	-2	2	18	8	4	-6	0.4	7	-0.4
CC1Oc2ccccc2N(CC(=O)N2CCc3ccccc32)C1=O (configuration not stated)	-16	10	4	5	9	8[fluorescence artefact?]	0.0	1	-0.5
COc1ccc(OC)c(S(=O)(=O)NC(C)(C)C)c1	-6	7	7	3	-10	x	-1.0	-6	0.5
Cn1cnnc1SCc1ccc(C(=O)n2ncc(C#N)c2N)cc1	-5	14	8	5	-5	-2	0.6	-2	0.5
CC1CCC(NC(=O)C2CCN(S(=O)(=O)c3ccc4nc5c(c(C(=O)O)c4c3)CC(C)CC5)CC2)CC1 (configuration not stated)	8	19	15	6	30	-5	-2.4	-3	-0.4
CCSC1=N/C(=C\c2ccc(C)s2)C(=O)S1	-18	26	-2	4	60	-13[fluorescence artefact?]	1.2	0	1.3
N#CCC(=O)Nc1ccc(C(=O)OCC(=O)Nc2cccc(C(F)(F)F)c2)cc1	8	-40	10	3	26	-4	3.5	1	0.3
N=c1n(CCN2CCCCC2)c2ccccc2n1CC(O)c1ccco1 (configuration not stated)	-10	-3	3	8	0	2	-1.3	x	0.6
Cc1ccc(S(=O)(=O)N2CCN(c3ccc([N+](=O)[O-])c(Sc4nncn4C)c3)CC2)cc1	-4	-31	21	3	23	11	-2.4	2	-1.3
CC1Cc2ccccc2N1C(=O)CSc1nnc(C2CC2)n1C (configuration not stated)	-4	-19&0	-10	10&6	31	-6	1.7	0	0.8
O=S1(=O)CC(O)C(NCc2cccnc2)C1 (configuration not stated)	13	-3&0	15	-1&6	38	4[fluorescence artefact?]	1.2	-3	0.6

Two neighbouring entries from above, quoted:
structure	NPY-Y1 PAM-ag	EP2 mod	PPC-1+TRAIL kill	EP2 antag	CHOP inh	14-3-3 Bad PPI	TRPN1 ag	NPY-Y1 antag	TRPML3 ag
Cn1cnnc1SCc1ccc(C(=O)n2ncc(C#N)c2N)cc1	-5	14	8	5	-5	-2	0.6	-2	0.5
CC1CCC(NC(=O)C2CCN(S(=O)(=O)c3ccc4nc5c(c(C(=O)O)c4c3)CC(C)CC5)CC2)CC1 (configuration not stated)	8	19	15	6	30	-5	-2.4	-3	-0.4

The results go on.
structure	NPY-Y1 PAM-ag	EP2 mod	PPC-1+TRAIL kill	EP2 antag	CHOP inh	14-3-3 Bad PPI	TRPN1 ag	NPY-Y1 antag	TRPML3 ag
COCCCNC(=O)c1c[nH]c2ccc(S(=O)(=O)N3CCC4(CC3)OCCO4)cc2c1=O	11	19	19	4	14	9	1.8	0	1.0
O=C(NNC(=O)C1CCN(Cc2ccc(F)cc2Cl)CC1)Nc1ccc([N+](=O)[O-])cc1	19	-70	3	3	48	-12	0.0	-2	1.0
O=C(NCC1CCCCC1)C1CCN(C(=O)NC2CCCCC2)CC1	-13	13	2	5	10	10	0.5	5	0.3
CCn1ncc(C2C(C(=O)Nc3ccc(C)cn3)=C(C)NC3=C2C(=O)CCC3)c1C (configuration not stated)	11	-2	27	7	22	-3	-0.1	-1	1.1
Cc1ccc(S(=O)(=O)N(CCC#N)CCN2CCCC2)cc1	3	20	21	12	27	7	-0.8	8	0.5
O=C(NCCN1CCN(c2ccccc2)CC1)c1cccc(Br)c1	-31	-14	7	10	47	-6	1.3	1	0.9
Cc1ccc(NC2SC(=O)N(CC(=O)O)C2=O)cc1 (configuration not stated)	-16	18&12	8	15&7	13	-20[fluorescence artefact?]	-1.0	-1	0.4
Cc1nc2ccccc2c(=O)n1NC(=O)/C=C/c1ccc(Br)cc1	-17	-18	-22	12	41	-9	-1.1	18	0.4
CCOCC(=O)Nc1nc2ccc(OC)cc2s1	4	-1	25	14	1	-4[fluorescence artefact?]	-0.6	-1	1.3
O=C(NCCN1CCCC1)c1ccc(Cn2c(=S)[nH]c3cc4c(cc3c2=O)OCO4)cc1	-11	-5	6	8	-12	39[fluorescence artefact?]	0.9	-4	0.1
O=C(CCCOc1ccccc1)Nc1ccc2c(c1)OCCO2	-11	-33	20	10	27	7	-0.5	5	0.1
COc1ccc(-c2cc(-c3ccccc3)nc(=O)[nH]2)cc1	7	7	-6	4	-4	9	1.4	x	-0.2
CCN(C(=O)COC(=O)/C=C/c1ccc(O)c(OC)c1)C1CCS(=O)(=O)C1 (configuration not stated)	8	-3	28	3	27	-13	-1.2	-1	0.5
CCN(CCCNC(=O)CCn1c(=O)[nH]c2ccccc2c1=O)c1cccc(C)c1	-43	14	4	11	3	-19[fluorescence artefact?]	-1.9	7	0.0
COc1ccc(-n2nc3cc(C)c(NC(=O)CC(C)C)cc3n2)cc1	-15	8	3	15	-8	-6	-0.6	-4	0.4
COc1ccc2c(c1)c1nnc(SCC(=O)N3CCCCC3C)nc1n2C (configuration not stated)	9	5&4	0	13&2	6	-12	-0.8	7	-1.0
CNC(=O)C1(CC(C)C)C=CCN1C(C)=O (configuration not stated)	-13	0	13	6	3	7[fluorescence artefact?]	1.6	3	0.7
O=C(N/N=C/c1cccnc1)c1cccc(S(=O)(=O)Nc2cccc(Cl)c2)c1	10	12	17	2	4	-3	-0.2	1	-1.9
CC(C)(C)c1ccc(OCC(=O)NNC(=O)c2cccnc2)cc1	-4	0	1	5	6	0	-0.5	2	0.2
CC(C)C(C)NC(=O)COC(=O)/C=C/c1ccc(S(=O)(=O)N2CCc3ccccc32)cc1 (configuration not stated)	-2	-44	13	2	-66	-1	-0.3	0	0.6

The listing continues:
structure	NPY-Y1 PAM-ag	EP2 mod	PPC-1+TRAIL kill	EP2 antag	CHOP inh	14-3-3 Bad PPI	TRPN1 ag	NPY-Y1 antag	TRPML3 ag
COc1ccc(NS(=O)(=O)c2ccc(SC)cc2)cc1	-2	-18	24	6	31	-4	0.6	1	0.2
COc1cccc(-n2c(Cn3nc(C(F)(F)F)cc3C)n[nH]c2=S)c1	18	10	4	3	12	0	-0.6	0	0.8
COC(=O)c1ccc2c(c1)SC1=C(CCCC1=O)N2	-40	33	20	17	-6	-2[fluorescence artefact?]	0.8	-5	1.2
O=C(NCC(=O)N(c1ccccc1)C(C(=O)NC1CCCCC1)c1ccncc1)c1ccco1 (configuration not stated)	-13	3	7	23	9	1[fluorescence artefact?]	-1.7	-1	-0.6
CC(C)Cn1c(N)c(-c2nc(C(C)C)c(C(=O)c3ccccc3F)s2)c(=O)n(C)c1=O	-2	41	10	7	6	-5	-0.7	-4	0.9
